# Mtb UGM inh: M. tuberculosis UGM enzyme inhibitors, primary screen, biochemical, fluorescence polarization, single point. inhibition, % at 10 µM. AID 504406, 2011. UDP-galactopyranose mutase (Mycobacterium tuberculosis (strain ATCC 25618 / H37Rv)), …. 320,000 compounds, 0.06% hits. purified UGM, fluorescence polarization probe displacement; in the data active means inhibition above about 10%, passing the limit was not always enough
# Target sequence (P9WIQ1 whole entry, looked up): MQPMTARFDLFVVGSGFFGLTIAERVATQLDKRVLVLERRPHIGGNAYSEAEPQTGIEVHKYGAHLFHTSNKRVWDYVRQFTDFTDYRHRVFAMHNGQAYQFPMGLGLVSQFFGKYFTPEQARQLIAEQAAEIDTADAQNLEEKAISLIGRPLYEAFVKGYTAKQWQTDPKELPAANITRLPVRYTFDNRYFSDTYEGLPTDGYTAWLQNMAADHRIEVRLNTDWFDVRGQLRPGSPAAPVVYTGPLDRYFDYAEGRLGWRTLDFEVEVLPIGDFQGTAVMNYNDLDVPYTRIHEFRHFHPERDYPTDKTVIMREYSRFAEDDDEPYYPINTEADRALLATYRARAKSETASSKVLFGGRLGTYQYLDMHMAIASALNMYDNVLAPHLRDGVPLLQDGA
# TcdB GH inh: TcdB glycohydrolase inhibitors, primary screen, biochemical, single point, plate reader | Toxin B (Clostridioides difficile), P18177 | TcdB glycohydrolase enzymatic assay | inhibition, % at 9.99 µM | 350,000 compounds, 0.24% hits; in the data active means inhibition above about 10%
# Yp Topo-I inh: Yersinia pestis topoisomerase I inhibitors, primary screen, biochemical, cleavage product accumulation, plate reader, single point; activity, % at 10 µM; Y. pestis Topo-I cleavage product accumulation; 360,000 compounds, 0.064% hits; in the data active means activity above about 50%, passing the limit was not always enough; further: inactives centre near 2
# FadD28 FP inh: inhibitors of FadD28 bisubstrate probe binding, primary screen, biochemical, fluorescence polarization, single point. 360,000 compounds, 0.22% hits. AID 588549, 2011. Mycobacterium tuberculosis FadD28 fatty-acid-AMP ligase. inhibition, % at 12.5 µM; in the data active means inhibition above about 8.5%, passing the limit was not always enough
# FBA Mtb inh: Mtb FBA enzyme inhibitors, primary screen, biochemical, fluorescence, strain H37Rv; inhibition, % at 1 µM; purified M. tuberculosis FBA, fluorescence read-out; 360,000 compounds, 2.3% hits; in the data active means inhibition above about 27%;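 further: 0% = vehicle and 100% = reference inhibitor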
# Target sequence (P9WQA3 whole entry, looked up): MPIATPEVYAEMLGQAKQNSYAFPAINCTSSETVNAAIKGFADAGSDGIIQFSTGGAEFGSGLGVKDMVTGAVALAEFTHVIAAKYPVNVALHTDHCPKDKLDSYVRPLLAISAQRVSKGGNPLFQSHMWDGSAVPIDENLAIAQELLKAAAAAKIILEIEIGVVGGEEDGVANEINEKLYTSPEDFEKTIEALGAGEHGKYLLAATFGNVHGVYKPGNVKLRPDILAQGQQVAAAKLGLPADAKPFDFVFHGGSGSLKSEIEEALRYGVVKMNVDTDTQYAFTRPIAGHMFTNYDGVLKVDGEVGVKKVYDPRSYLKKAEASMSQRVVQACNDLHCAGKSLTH
# GDH-TPI counter: GDH-TPI coupling enzyme inhibitors, primary screen, artefact control for M. tuberculosis FBA inhibitor project, biochemical, absorbance, full deck. GDH-TPI coupled enzyme counterscreen, NADH absorbance. inhibition, % at 4.8 µM. 360,000 compounds, 1.2% hits. AID 588335, 2011; in the data active means inhibition above about 30%;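 further: 0% = DMSO wells and 100% = wells lacking the enzyme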
# BioA inh: M. tuberculosis BioA enzyme inhibitors, primary screen, biochemical, plate reader, single point, HTS; inhibition, % at 9.99 µM; 360,000 compounds, 0.096% hits; purified M. tuberculosis BioA enzyme; 7,8-diaminopelargonic acid synthase BioA (Mycobacterium tuberculosis); in the data active means inhibition above about 40%
# PfHsp40 rescue: rescue of yeast from PfHsp40 toxicity, primary screen, S. cerevisiae, ATP luminescence; S. cerevisiae expressing PfHsp40, growth rescue; growth rescue, % at 12.5 µM; 340,000 compounds, 0.68% hits; AID 504582, 2011; in the data active means growth rescue above about 28%, passing the limit was not always enough;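 further: yeast W303a lacking pdr1 and pdr3 grown in galactose medium; growth measured after three days at 30 °C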
# Vc quorum ag: inducers of Vibrio cholerae quorum light production without autoinducers, primary screen, BH1578 luxS cqsA deficient, single point; V. cholerae BH1578 lux reporter, luminescence, 6 h; activation, % at 18.7 µM; 350,000 compounds, 0.16% hits; in the data active means activation mostly above about 9.7%, no sharp cut-off; further: not every result past the cut was called active; inactives centre near 0; reference of the scale not given here
# * hit, by the source's call; i = inactive; nt = not tested or not shown.
(1) COc1ccc2oc(=O)c(-c3nnc(NCc4ccco4)s3)cc2c1
(2) CC1CN2C(c3ccc([N+](=O)[O-])cc3)=CSC2=N1 (configuration not stated)
(3) FC(F)(F)c1cnc2c(c1)[nH]c(=S)n2-c1ccc(Cl)cc1
(4) O=[N+]([O-])c1ccc(CC(Cl)c2ccccn2)cc1 (configuration not stated)
(5) COc1ccccc1NC(=O)Cn1c(=O)n2nc(C)nc2c2ccccc21
(6) CCCCN(C(=O)CCCc1nc2ccccc2s1)c1c(N)n(CC(C)C)c(=O)[nH]c1=O
entry no.	1	2	3	4	5	6
Mtb UGM inh	-1.5	0.1	-0.5	nt	3.2	-3.4
TcdB GH inh	nt	1.5	1.5	1.4	0.2	-0.2
Yp Topo-I inh	-4	-8	1	-9	3	-7
FadD28 FP inh	-2.9	-2.0	-0.5	1.0	0.3	1.5
FBA Mtb inh	-1	0	0	4	2	5
GDH-TPI counter	30	6	7	4	11	14
BioA inh	-1.5	0.9	0.8	-1.3	-1.7	0.5
PfHsp40 rescue	-0.9	-1.2	-0.1	3.6	-0.6	0.4
Vc quorum ag	3.1	-0.4	i	0.9	-0.2	-5.9

(7) O=c1oc2ccccc2cc1-c1csc(NN=C2CCCCC2)n1
(8) CC(C)Cn1cnc2c1c(=O)n(CC(=O)NC(=O)NC(C)(C)C)c(=O)n2Cc1ccccc1
(9) CCOC(=O)c1[nH]c(C)c(CN(CCc2ccc(OC)c(OC)c2)C(=O)CCCC(=O)O)c1C
(10) Cc1cccc(-n2c(O)c(/C=N/Nc3nc4c(c(=O)n(C)c(=O)n4C)n3C)c(=O)[nH]c2=S)c1
(11) Cc1noc(C)c1S(=O)(=O)N1CCCC1C(=O)O (configuration not stated)
(12) CN1C(=O)C(C)(C)c2cc(S(=O)(=O)NCC(=O)NCc3ccccc3)ccc21
entry no.	7	8	9	10	11	12
Mtb UGM inh	1.4	0.3	2.1	1.6	1.2	3.5
TcdB GH inh	nt	0.3	nt	nt	1.4	nt
Yp Topo-I inh	-1	13	-3	-4	6	0
FadD28 FP inh	-2.0	-0.4	-3.2	1.1	nt	-0.2
FBA Mtb inh	13	-1	4	-3	1	-1
GDH-TPI counter	16	-4	-3	29	7	4
BioA inh	-0.2	-0.6	0.0	0.9	nt	0.9
PfHsp40 rescue	0.4	-2.3	0.3	-0.9	-0.2	-0.2
Vc quorum ag	-7.1	-0.6	-6.7	-0.2	-0.1	-0.1

(13) N/C(=N\S(=O)(=O)c1cccs1)c1ccccc1
(14) NS(=O)(=O)c1ccc(CCNS(=O)(=O)c2cccc3nsnc23)cc1
(15) COC(=O)c1ccc(NC(=O)CC(=O)Nc2ccc(C(=O)OC)cc2)cc1
(16) Cc1cc(=O)oc2cc(OCC(=O)NC3CCCCC3)c(Cl)cc12
(17) CCOC(=O)CCc1cccc2c1CCC2=O
(18) CCCc1ncc(C(O)c2cccc(OC)c2)n1C (configuration not stated)
entry no.	13	14	15	16	17	18
Mtb UGM inh	-2.4	1.0	-1.0	-1.0	-2.9	-4.0
TcdB GH inh	nt	-0.5	-0.2	1.0	nt	-1.4
Yp Topo-I inh	-8	2	-7	-5	7	5
FadD28 FP inh	-2.2	1.9	-0.7	-1.1	-0.4	0.4
FBA Mtb inh	1	1	1	10	-2	7
GDH-TPI counter	-3	6	2	8	-5	8
BioA inh	0.0	1.5	-0.4	3.4	-0.9	nt
PfHsp40 rescue	0.9	0.9	-1.3	-0.8	0.2	-0.2
Vc quorum ag	1.4	0.8	0.6	i	nt	i

(19) Cc1ccccc1C(=O)NNC(=O)/C=C/c1ccccc1
(20) O=C(c1csc2c1CCCC2)N1CCN(c2cccc(C(F)(F)F)c2)CC1
(21) COc1c(C)cccc1C(=O)NCc1ccc2c(c1)OCO2
(22) O=c1cc(CN2CCN(C/C=C/c3ccccc3)CC2)c2cc(O)ccc2o1
(23) CC[C@@H](C)[C@@H]1CN([C@@H](CN2CCC[C@H]2CN2C(N)=NC[C@H]2CC(C)C)C(C)C)C(=N)N1CCCC1CCCC1
(24) O=C(COC(=O)Cc1c[nH]c2ccccc12)NC1CCCCC1
entry no.	19	20	21	22	23	24
Mtb UGM inh	-1.6	0.0	0.2	2.0	nt	-0.1
TcdB GH inh	0.4	nt	0.2	nt	1.0	0.9
Yp Topo-I inh	1	24	6	-8	6	9
FadD28 FP inh	1.4	-2.7	-1.6	-4.2	-1.6	0.3
FBA Mtb inh	1	-1	0	-6	2	1
GDH-TPI counter	2	0	1	10	-7	13
BioA inh	0.3	nt	1.3	1.6	-0.8	nt
PfHsp40 rescue	6.5	-0.4	0.0	-1.3	0.9	-1.4
Vc quorum ag	0.2	i	i	-17	-0.2	-0.5

(25) C/C(CC(=O)Nc1cccc2c1CCCC2)=N\NC=O
(26) COc1ccc(S(=O)(=O)Nc2ccc(O)c(Sc3ncn[nH]3)c2)cc1
(27) O=C(CCl)NN1C(=O)NC(c2ccccc2)(c2ccccc2)C1=O
(28) O=c1c2sc3nc(N4CCOCC4)c4c(c3c2ncn1-c1ccccc1)CCCC4
(29) COc1ccc(C(=O)COc2ccc3ccc(=O)oc3c2)cc1
(30) CC1(C)Cc2c(C#N)c(NCc3ccco3)nc(-c3ccco3)c2CO1
entry no.	25	26	27	28	29	30
Mtb UGM inh	0.3	1.7	1.0	-0.9	-3.6	2.3
TcdB GH inh	0.5	nt	0.7	0.3	0.9	nt
Yp Topo-I inh	2	-11	2	-6	3	5
FadD28 FP inh	-1.3	-0.9	-2.8	-5.2	-1.1	-0.8
FBA Mtb inh	2	1	-1	3	12	20
GDH-TPI counter	4	8	-6	15	17	2
BioA inh	nt	1.1	-1.1	nt	4.0	0.9
PfHsp40 rescue	-2.6	0.1	0.1	-0.1	-0.5	0.8
Vc quorum ag	-0.2	5.3	-0.2	-0.3	i	5.9

(31) Cc1onc(-c2ccccc2Cl)c1C(=O)N1CCCCCC1
(32) CC(=O)c1ccc(OCc2cc(C(=O)N3CCC(c4ccncc4)CC3)no2)cc1
(33) O=C(N/N=C/c1ccc(Br)s1)c1cccnc1
(34) CCN1C(=O)CC(NNC(=O)c2ccc(Cl)cc2)C1=O (configuration not stated)
(35) CCN1C(=O)c2cccc3c(NC(=O)c4ccc(S(=O)(=O)N5CCOCC5)cc4)ccc1c23
(36) CC1=C(C(=O)OCC2CCCO2)C(c2ccc(C)cc2)C2=C(CCCC2=O)N1 (configuration not stated)
entry no.	31	32	33	34	35	36
Mtb UGM inh	nt	0.0	-2.2	-2.5	1.0	0.3
TcdB GH inh	1.3	-0.7	nt	nt	nt	1.0
Yp Topo-I inh	13	7	3	7	-5	-2
FadD28 FP inh	-0.4	-2.5	-1.4	0.4	-3.2	-1.4
FBA Mtb inh	-2	-2	2	1	2	14
GDH-TPI counter	4	2	3	9	-4	8
BioA inh	0.3	2.3	nt	1.1	-0.5	nt
PfHsp40 rescue	-0.4	1.8	0.3	0.0	-0.9	0.3
Vc quorum ag	-0.2	i	i	-0.3	i	0.0

(37) COc1ccccc1CCCNC(=O)C1CCC(=O)N(Cc2ccccc2F)C1 (configuration not stated)
(38) CC(C)(C)c1ccc(OCC(=O)NNC(=O)Nc2ccccc2)cc1
(39) O=C(CSCc1nc2ccccc2[nH]1)N1CCN(c2cccc(Cl)c2)CC1
(40) COc1ccc2oc(C(=O)OCC(=O)Nc3ccc(OC)c(S(N)(=O)=O)c3)c(C)c2c1
(41) Cc1nc2ccc(C(=O)N(C)Cc3ccccc3)cn2c1N(C)C(=O)CCc1ccccc1
(42) CC(=NCc1cccc(Cl)c1)c1nc(-c2ccco2)oc1O
entry no.	37	38	39	40	41	42
Mtb UGM inh	0.2	1.7	1.6	-2.8	nt	0.2
TcdB GH inh	3.9	2.7	nt	1.9	1.4	nt
Yp Topo-I inh	2	8	16	1	-1	7
FadD28 FP inh	-2.2	-4.4	-4.9	-4.4	-3.4	-1.9
FBA Mtb inh	5	-4	0	27	2	-3
GDH-TPI counter	8	-11	-3	7	3	34*
BioA inh	0.1	-1.2	7.2	-2.7	0.7	6.5
PfHsp40 rescue	-1.6	-0.8	0.0	-0.3	nt	6.2
Vc quorum ag	i	-0.4	-0.4	i	-4.5	-0.3

(43) Cc1ccc(N(Cc2cc3ccc(C)cc3[nH]c2=O)S(=O)(=O)c2ccccc2)c(C)c1
(44) O=C(NC1CCCCCCC1)c1ccc(F)c(S(=O)(=O)N2CCOCC2)c1
(45) O=C(O)CCCCCCCCCC(=O)c1cccs1
(46) CCC(C(=O)N1CCc2cc(OC)c(OC)cc2C1)c1ccccc1 (configuration not stated)
(47) O=C(NCCCn1ccnc1)c1[nH]c(C(F)(F)F)nc1-c1ccccc1
(48) OC(CN1CCCCC1)Cn1c(C(F)(F)F)nc2ccccc21 (configuration not stated)
entry no.	43	44	45	46	47	48
Mtb UGM inh	-1.1	0.4	-0.1	0.2	nt	-0.1
TcdB GH inh	2.4	-1.2	nt	nt	1.4	nt
Yp Topo-I inh	6	-5	5	-1	nt	-10
FadD28 FP inh	-0.6	-4.7	-3.2	-1.6	-3.8	-2.5
FBA Mtb inh	4	-3	-7	2	-3	-3
GDH-TPI counter	9	-2	-3	9	nt	1
BioA inh	0.6	-1.7	-0.6	1.0	-2.6	0.8
PfHsp40 rescue	1.4	-0.5	-0.7	1.0	nt	0.0
Vc quorum ag	0.1	i	-3.4	-0.2	nt	-0.5

# The last two records of the section above are carried over, then new ones follow.
(47) O=C(NCCCn1ccnc1)c1[nH]c(C(F)(F)F)nc1-c1ccccc1
(48) OC(CN1CCCCC1)Cn1c(C(F)(F)F)nc2ccccc21 (configuration not stated)
(49) Nc1nncn1C(=O)c1cccs1
(50) CS(=O)(=O)N(CC(=O)Nc1ccc(F)c(F)c1)c1cccc([N+](=O)[O-])c1
(51) CC(=O)C[C@H](O)CC(=O)[C@H]1OC(=O)[C@H](C)CCCCc2ccccc21
(52) CC(Oc1ccc2ccccc2c1)C(=O)NNC(=O)Nc1ccccc1 (configuration not stated)
(53) CCN(CC(=O)Nc1ccc2c(c1)OCCO2)C(=O)c1ccc(C)c(S(=O)(=O)N2CCOCC2)c1
(54) COC(=O)CCC(=O)Nc1ccc(OC)cc1
entry no.	47	48	49	50	51	52	53	54
Mtb UGM inh	nt	-0.1	4.2	0.0	-1.8	1.6	-0.6	0.5
TcdB GH inh	1.4	nt	nt	nt	0.8	0.7	1.6	nt
Yp Topo-I inh	nt	-10	-4	-10	-7	-6	3	1
FadD28 FP inh	-3.8	-2.5	-2.6	-3.2	0.3	0.9	-0.1	2.0
FBA Mtb inh	-3	-3	3	-4	5	8	0	5
GDH-TPI counter	nt	1	11	5	10	0	5	1
BioA inh	-2.6	0.8	0.7	9.4	0.0	1.0	0.3	0.1
PfHsp40 rescue	nt	0.0	0.3	-0.3	-0.4	0.6	-0.6	-1.4
Vc quorum ag	nt	-0.5	i	0.8	1.5	1.8	-1.1	i

(55) O=C(c1ccc2oc(CCCc3ccccc3)nc2c1)N1CCCC1
(56) O=C(COc1cccnc1[N+](=O)[O-])N1CCN(S(=O)(=O)c2ccccc2)CC1
(57) CCc1ccc(/C=N/NC(=S)NCCc2ccccc2)cc1
(58) CC(C)(C)c1ccc(C(=O)CCC(=O)OCC(=O)NCCc2ccc(S(N)(=O)=O)cc2)cc1
(59) Cc1ccc(NS(=O)(=O)c2cccc(C(=O)NNC(=O)c3ccco3)c2)c(C)c1
(60) CCCCCc1nnc(NC(=O)CS(=O)(=O)Cc2ccccc2)s1
(61) COc1ccccc1-c1noc(-c2ccccc2C(=O)Nc2cccnc2)n1
entry no.	55	56	57	58	59	60	61
Mtb UGM inh	-1.0	-1.0	-3.5	-2.2	3.6	-3.4	0.0
TcdB GH inh	0.7	nt	nt	-2.8	1.5	nt	nt
Yp Topo-I inh	19	-2	1	25	-11	13	-7
FadD28 FP inh	-1.1	-3.0	-0.9	-0.5	-1.4	-2.0	-0.6
FBA Mtb inh	0	-1	-1	-1	1	0	5
GDH-TPI counter	3	-10	7	0	22	0	5
BioA inh	2.2	nt	-0.7	-0.7	nt	-1.0	-0.5
PfHsp40 rescue	-1.3	0.3	0.0	0.6	0.9	-1.6	-0.3
Vc quorum ag	-0.5	-0.2	i	i	-2.8	i	-0.4
